# mIDH1 inhibitor: inhibitors of human mutant IDH1 R132H. O75874. IDH1-R132H enzyme, NADPH consumption, diaphorase/resazurin fluorescence. Potency, µM (titrated, usually from 76.6 µM), inactives show at the highest dose activity change, negative = inhibition, usual class: inhibitors. hit rate 0.093% among 390,000; also: potency is read from the fitted curve at half-maximal effect; % is scaled to controls: 0 for no effect and ±100 for the full control effect; nearly all actives have a fitted effect of over 65% in size
# Target sequence (O75874 whole entry R132H, stated change not applied): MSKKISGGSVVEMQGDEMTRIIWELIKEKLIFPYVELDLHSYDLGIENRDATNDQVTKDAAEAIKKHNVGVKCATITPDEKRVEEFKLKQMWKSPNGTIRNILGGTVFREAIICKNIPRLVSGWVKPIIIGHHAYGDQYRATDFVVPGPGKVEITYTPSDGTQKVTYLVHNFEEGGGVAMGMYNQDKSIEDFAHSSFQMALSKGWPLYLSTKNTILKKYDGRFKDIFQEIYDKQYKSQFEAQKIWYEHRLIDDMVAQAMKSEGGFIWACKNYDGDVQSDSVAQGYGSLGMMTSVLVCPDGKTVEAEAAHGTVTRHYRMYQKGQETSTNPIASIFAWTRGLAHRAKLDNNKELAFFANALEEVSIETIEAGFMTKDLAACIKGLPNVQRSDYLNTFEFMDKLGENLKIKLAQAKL
#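 IDH1-R132H (0.5 ug/mL) preincubated 30 min with compound, then NADPH (0.016 mM) and alpha-KG (2 mM) added; 80 min at RT, pH 7.5. Remaining NADPH coupled via diaphorase/resazurin to fluorescence (540/590 nm); concentration-response curves normalized to no-enzyme control.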
# LDHA inh: inhibitors of human lactate dehydrogenase A; hit rate 0.15% among 480,000; purified LDHA, NADH/diaphorase-resazurin fluorescence; stronger effect = lower value; activity change, % (values are at about 110 or 230 µM); AID 1347041; P00338; in the data active = activity change below about -30%; inconclusive = mostly about -25% to -30%;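 also: plate controls were DMSO wells for no effect and wells without enzyme for full effect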
#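 Resorufin fluorescence (ex540/em590), read at 0 and 20 min after diaphorase/resazurin addition, reports the NADH left after a 5 min room-temperature reaction of 2 nM human LDH5 with 0.06 mM NADH and 0.2 mM pyruvate.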
# TrxR1 inh: blocks rat thioredoxin reductase 1 | recombinant rTrxR1, NADPH fluorescence consumption, selenite substrate | Potency, µM (top dose mostly 114 µM), inactives show top-dose activity change, negative = inhibition, usual class: inhibitors | hit rate 1% among 390,000 | AID 588453; also: potency is read from the fitted curve at half-maximal effect; % is scaled to controls: 0 for no effect and ±100 for the full control effect; nearly all actives have a fitted effect of over 65% in size
#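 Rat TrxR1 (90 nM in the dispensed reagent) was pre-reduced with 400 uM NADPH for 5 min at room temperature, then incubated with compound for 15 min. After 400 uM selenite was added, NADPH fluorescence (Ex 340/Em 450 nm) was followed for 8 min.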
# Vif-APOBEC3G blk: inhibitors of Vif-APOBEC3G interaction | Q9HC16 | HeLa A3G-eYFP + Vif (tagged APOBEC3G with the HIV-1 protein that degrades it), YFP fluorescence, overnight | Potency, µM (highest dose often 46.1 µM), for the others: top-dose activity, negative = active, actives largely listed as inhibitors | hit rate 0.076% among 410,000;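 also: potency is read from the fitted curve at half-maximal effect; % is scaled to controls: 0 for no effect and ±100 for the full control effect; nearly all actives have a fitted effect of over 60% in size; hits raise eYFP signal because A3G escapes Vif-driven loss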
# Target sequence (Q9HC16 whole entry, looked up): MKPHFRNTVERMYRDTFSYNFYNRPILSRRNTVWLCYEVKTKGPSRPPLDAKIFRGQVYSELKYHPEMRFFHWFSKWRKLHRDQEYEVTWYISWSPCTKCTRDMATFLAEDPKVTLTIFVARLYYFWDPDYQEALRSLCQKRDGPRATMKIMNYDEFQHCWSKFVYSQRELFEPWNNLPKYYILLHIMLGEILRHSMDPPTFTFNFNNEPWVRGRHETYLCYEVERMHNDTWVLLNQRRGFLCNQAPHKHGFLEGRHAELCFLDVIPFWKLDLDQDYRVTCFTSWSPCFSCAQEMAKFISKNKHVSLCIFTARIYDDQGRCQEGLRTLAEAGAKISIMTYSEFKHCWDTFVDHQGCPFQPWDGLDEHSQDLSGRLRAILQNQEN
#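 Read-out is eYFP fluorescence (Ex 488/Em 500-530) from Vif-expressing HeLa A3G-eYFP cells; more signal means A3G escaped Vif-mediated degradation. Cells plated overnight, compound pinned in, incubated overnight at 37 deg C.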
# USP1 inh: USP1/UAF1 (human) deubiquitinase inhibition. O94782. recombinant USP1/UAF1, Ub-Rhodamine cleavage fluorescence. Potency, µM (top dose mostly 57.1 µM), inactives show at the top dose activity change, negative = inhibition, usual class: inhibitors. hit rate 0.23% among 390,000; also: potency is read from the fitted curve at half-maximal effect; % is scaled to controls: 0 for no effect and ±100 for the full control effect; nearly all actives have a fitted effect of over 60% in size; inactives centre near -12
#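 Step one: compound is pinned into 1nM USP1/UAF1 in HEPES pH 7.8 buffer with TCEP. Step two: 15 min room-temperature incubation. Step three: Ub-Rho (150nM final) starts cleavage, tracked by fluorescence over six one-minute reads.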
# TrxR1 substrate: substrates of rat thioredoxin reductase 1. Potency, µM (top dose mostly 114 µM), for inactives: top-dose activity change, negative = substrate turnover. hit rate 0.01% among 390,000. O89049. purified TrxR1 substrate turnover, NADPH consumption readout; also: potency is read from the fitted curve at half-maximal effect; % is scaled to controls: 0 for no effect and ±100 for the full control effect; nearly all actives have a fitted effect of over 50% in size
#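 Rat TrxR1, dispensed at 90 nM, was prereduced with 400 uM NADPH (final) for 5 min at ~22 deg C, then incubated with compound 15 min before 400 uM selenite. A first-read NADPH fluorescence drop versus no-compound background flagged substrates.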
# Vif-APOBEC3F blk: blocks the Vif interaction with APOBEC3F; hit rate 0.2% among 390,000; Potency, µM (doses to about 46.1 µM), inactives show at the highest dose activity, negative = active; HeLa A3F-eYFP + Vif (tagged APOBEC3F with the HIV-1 protein that degrades it), YFP fluorescence increase; also: potency is read from the fitted curve at half-maximal effect; % of control where 0% means no effect; nearly all actives have a fitted effect of over 65% in size
#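 HeLa cells stably expressing Vif plus C-terminally eYFP-tagged A3F were seeded, incubated overnight at 37 deg C, dosed with compound, incubated overnight again at 37 deg C. Yellow fluorescence (Ex 488/Em 500-530) reported blocked Vif-mediated A3F-eYFP degradation.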
# RGS4 inhibitor: inhibitors of human regulator of G protein signaling 4; Transcreener GDP fluorescence polarization, RGS4-accelerated GTP hydrolysis; Potency, µM (highest dose often 114 µM), inactives show at the highest dose activity change, negative = inhibition, usual class: inhibitors; P49798; hit rate 0.039% among 390,000; AID 504845; also: potency is read from the fitted curve at half-maximal effect; % is scaled to controls: 0 for no effect and ±100 for the full control effect; nearly all actives have a fitted effect of over 75% in size; some results filed as inactive show a strong effect at the top dose
# Target sequence (P49798 whole entry, looked up): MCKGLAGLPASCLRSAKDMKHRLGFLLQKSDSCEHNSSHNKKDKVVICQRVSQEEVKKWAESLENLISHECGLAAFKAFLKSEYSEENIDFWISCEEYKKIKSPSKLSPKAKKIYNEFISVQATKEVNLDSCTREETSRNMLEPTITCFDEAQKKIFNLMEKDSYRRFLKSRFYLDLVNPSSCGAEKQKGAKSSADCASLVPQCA
#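 MLSMR compounds (23 nl, pin-transferred) preincubated 10 min at room temperature with a 500nM (2x) first reagent, then RGS4 at 900nM (2x) plus Transcreener GDP mix added; fluorescence polarization (620/688 nm) read before and after 90 min at 30 °C.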
# Glioma ERSR ind: inducers of ER stress response in human glioma cells; AID 602332; hit rate 0.02% among 420,000; Potency, µM, for inactives: top-dose activation, hits mostly activators; U87-MG GRP78 promoter luciferase reporter, 16 h; also: potency is read from the fitted curve at half-maximal effect; series mostly up to about 76 µM; % of control where 0% means no effect; nearly all actives have a fitted effect of over 35% in size
#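 Stably transfected U87-MG human glioma cells carrying a GRP78-based luminescent sensor were seeded at 1000 cells/well, pin-dosed with compounds and incubated 16 h. Luciferase reagent was then added, and end-point luminescence was read after 10 min at room temperature.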
# Starred values were filed as active, the others as inactive; ? = inconclusive; nt = not tested or not shown; [ ] = another dose, or the depositor's remark. Unless noted, calls follow the shape of the dose curve; as a rule, active = well fitted curve in the direction sought with a large enough effect; inconclusive = small, poorly fitted or top-dose-only effect, or another doubt; inactive = no such curve, though single readings can be large; an effect the other way counts as inactive or inconclusive. A portion of the library, so the mix of outcomes need not match the whole.
SMILES,mIDH1 inhibitor,LDHA inh,TrxR1 inh,Vif-APOBEC3G blk,USP1 inh,TrxR1 substrate,Vif-APOBEC3F blk,RGS4 inhibitor,Glioma ERSR ind
COc1ccc(-c2noc(COC(=O)c3ccco3)n2)cc1OC,4.8%,-1.6,22.5%,-2.5%,-19.5%,1.1%,0.4%,-8.8%,2.2%
CC(=O)Nc1ccc(S(=O)(=O)N2CCC(NC(=O)c3ccccc3)CC2)cc1,5.8%,-0.9,20.2%,-5.7%,-21.9%,8.5%,3.1%,12.7%,-4.9%
Cc1ccc(C(=O)NNC(=O)Cc2nc3nc(C)cc(C)n3n2)cc1,5.0%,1.5,13.1%,0.3%,-8.1%,36.9%[activator],-0.5%,21.0%,-5.1%
CN(C)CCC1c2ccc(Cl)cc2CCc2cccnc21 (stereo not given) (tested in a mixture with another compound),-2.5%,0.9,7.0%,2.5%,-12.7%,-2.7%,-4.4%,7.1%,-2.0%
Cc1cc2c(cc1S(=O)(=O)N(C)CC(=O)Nc1ccc(C#N)cc1)OCC(=O)N2,-6.3%,-3.5,16.8%[57.1 µM],1.0%,13.1%,8.7%[57.1 µM],-7.1%,-8.4%,-1.7%
c1csc(-c2ccnc3ncnn23)c1,-16.6%,-4.5,?,-0.3%,-4.4%,376.2%[activator],-10.9%,22.8%,0.3%
Cc1cc(Cl)ccc1C(=O)C1CCCN(C(=O)c2ccc3c(c2)OCO3)C1 (stereo not given),-6.3%,-15.2,nt,3.1%,-3.2%,nt,-2.8%,nt,0.3%
O=C(NNc1ncnc2c1cnn2-c1ccccc1)c1cccs1,-2.2%,2.0,15.1%[57.1 µM],-0.1%,?,-0.3%[57.1 µM],2.9%,-16.0%,5.9%
COc1ccccc1NS(=O)(=O)c1cc(NC(=O)CN2C(=O)NC3(CCCC3)C2=O)ccc1C,1.6%,-9.4,-2.7%,-4.1%,-8.1%,-3.7%,?,22.3%,-1.9%
CC1CCCCN1CC(O)COCc1ccccc1 (stereo not given),22.3%,-9.7,11.0%[57.1 µM],1.1%,?,7.6%[57.1 µM],10.9%,-4.2%,-3.9%
O=C(CN1CCCCC1)Nc1nnc(-c2ccccc2)s1,5.1%,-0.2,10.7%,-0.6%,-3.2%,-0.2%,-4.3%,0.6%,2.7%
C[C@@H](C(=O)NCc1ccco1)N1C(=O)N2CCc3c([nH]c4ccccc34)[C@@]2(C)C1=O,14.2%,-5.2,-6.0%,-3.4%,5.9%,1.0%,-25.3%,-1.1%,-3.0%
Cc1ccc(S(=O)(=O)N(C)c2ccc(C(=O)NCC(c3ccco3)N3CCCC3)cc2)cc1 (stereo not given),10.0%,-5.3,nt,1.8%,1.3%,nt,-2.7%,nt,-1.0%
COc1ccc(C(CNC(=O)c2ccc(OCc3ccccc3)cc2)N2CCOCC2)cc1 (stereo not given),2.6%,1.2,9.6%,0.3%,-21.6%,-2.7%,-18.3%,-17.3%,-3.2%
CCOC(=O)Cc1ccc(NC(=O)NC(C)c2c(-n3cccc3)sc(C)c2C)cc1 (stereo not given),nt,-8.5,19.4%,nt,?,-4.0%,nt,26.5%,nt
COc1cc(C(=O)OCC(=O)NCc2ccco2)cc(OC)c1OC,8.5%,-2.9,-39.3%,-0.7%,-7.7%,10.3%[57.1 µM],-16.9%,-36.9%,-2.2%
CCOc1ccc(S(=O)(=O)n2cnc(C)c2)cc1,2.9%,-5.7,13.8%,-4.8%,-25.7%,-1.7%,-3.3%,0.7%,-0.2%
O=C(Nc1cc(C(=O)N2CCN(c3ccccc3)CC2)ccc1Cl)c1cccs1,-1.5%,-5.6,-6.7%,1.7%,-14.1%,-6.9%,1.8%,-9.4%,-1.0%
COc1cc(NC2=CC(=O)CC(C)(C)C2)cc(OC)c1OC,3.0%,20.6,-19.0%,-0.4%,-14.2%,-17.3%,3.2%,-40.8%,-2.3%
COc1ccc(N2CCN(S(=O)(=O)c3ccc(OC)cc3)CC2)cc1,1.3%,7.2,16.1%,2.0%,-10.7%,-1.0%,0.5%,-13.7%,-2.3%
Cc1ccc(S(=O)(=O)N(CCc2ccccc2)CC(=O)Nc2cc(C)ccc2C)cc1,-12.1%,-5.5,18.6%[57.1 µM],-3.4%,-11.4%,-2.2%[57.1 µM],-3.7%,14.2%,-2.6%
COc1ccc(CN(Cc2ccccc2)C(=O)CN2CCN(C)CC2)cc1COc1ccc(NC(C)=O)cc1,nt,-1.1,-22.6%,nt,nt,-3.4%,nt,-7.2%,nt
CC1=C(C(=O)O)N2C(=O)C(NC(=O)c3nn(C)c(C)c3Cl)C2SC1 (stereo not given),0.0%,4.3,-19.8%,2.5%,-14.6%,5.0%,9.1%,-26.3%,0.7%
Cc1cccc(-n2c(SCC(=O)NCc3ccco3)nc3ccccc3c2=O)c1,-1.2%,-21.0,-0.6%,-8.1%,5.2%,1.6%,-13.4%,-6.7%,-3.3%
CCO[C@@H]1OC(C(=O)N2CCN(Cc3ccc4c(c3)OCO4)CC2)=C[C@H](c2cn(C(C)=O)c3ccccc23)[C@H]1CCCO,-1.5%,1.2,1.7%,-8.3%,-22.9%,2.5%,-0.7%,-26.1%,-4.5%
Cc1cc(F)c(F)cc1C(=O)N1CCCC1,13.5%,-2.8,23.4%,1.8%,-27.0%,5.4%,-6.0%,6.0%[11.4 µM],-2.5%
COc1ccc(-c2noc3c2-c2nc(-c4ccc(Br)cc4)sc2CC3)cc1,-13.6%,-2.0,10.6%[57.1 µM],1.6%,-17.8%,12.1%[57.1 µM],9.0%,-35.4%,-0.3%
O=[N+]([O-])c1ccc(-c2nc(NCc3cccnc3)c3ccccc3n2)cc1,5.4%,-0.8,-0.9%,-0.8%,-14.1%,7.6%,-5.1%,-18.4%,4.1%
NS(=O)(=O)c1ccc(N2N=C(c3ccccc3)CC2c2ccccc2)cc1 (stereo not given),-10.6%,-1.4,102.3%[activator][57.1 µM],-0.7%,-12.6%,430.1%[activator][57.1 µM],-9.0%,-38.1%,1.6%
CC(Oc1ccccc1)C(=O)N1CCN(c2ncccn2)CC1 (stereo not given),4.6%,-5.1,16.8%,-7.9%,-21.6%,10.7%,7.5%,8.2%,-5.0%
COc1cccc(N2CCN(C(=O)/C=C/c3ccco3)CC2)c1,4.5%,-1.5,-1.4%[57.1 µM],-0.4%,-21.7%,7.7%[57.1 µM],-5.9%,2.1%,-0.3%
Cc1ccc(-c2nnc3n2N=C(c2ccccc2)CS3)cc1,-4.9%,-8.9,7.4%[57.1 µM],-0.4%,-2.6%,-1.8%[57.1 µM],-4.9%,2.0%,-4.2%
COc1ccc(OC)c(-c2csc(N(C)C(=O)c3ccco3)n2)c1,-0.9%,-11.2,5.8%,0.9%,-6.6%,2.0%,0.5%,14.1%,-3.1%
Cc1ccc(CC(=O)NC2CCN(Cc3ccccc3)CC2)cc1,3.4%,-8.7,-10.6%,-0.7%,-4.6%,-13.6%,-0.1%,16.5%,-4.2%
COc1ccc(CNC(=O)c2noc3c2CCCCC3)cc1,2.0%,-2.1,14.2%,0.6%,-11.6%,-4.1%,2.0%,2.8%,0.2%
COc1ccccc1N1CCN(CC(=O)Nc2cc(C)nn2-c2nc(C)cc(C)n2)CC1,10.7%,1.1,2.4%,?,-17.9%,3.7%,-0.4%,-5.8%,0.5%
Cn1c(N)c(C(=O)COC(=O)c2cc(-c3ccccc3)nc3ccccc23)c(=O)n(Cc2ccccc2)c1=O,0.5%[38.3 µM],2.3,21.2%,-5.7%,-22.3%,8.9%,-4.7%,-3.4%,-4.0%
CNC(=O)C12CC3CC(CC(Cl)(C3)C1)C2,-3.0%,-12.2,11.1%,0.7%,-17.2%,3.0%,-2.3%,17.8%,-0.2%
CC(C)(C)C(=O)OCc1ccc(C2=CC(=O)CC(C)(C)C2=O)cc1,2.2%,-1.3,nt,-3.7%,-12.7%,nt,-9.6%,nt,5.6%
COc1cccc(-c2n[nH]nc2C2=CC(=O)C[C@H](c3ccc(F)cc3)C2)c1,3.8%,-0.4,nt,-6.6%,-7.9%,nt,-15.9%,nt,-6.0%
O=C/C(=C\Nc1ccc(Cl)cn1)c1nc2ccccc2o1,5.8%,-2.9,-3.7%,-8.4%,-10.9%,-4.5%,-10.4%,-14.1%,3.3%
CCN(CC)CCCNC(=O)c1nn(-c2ccc(OC)cc2OC)c(=O)c2ccccc12,2.7%,-0.5,20.3%[57.1 µM],-5.7%,-2.6%,1.7%[57.1 µM],-7.5%,-34.0%,-5.8%
O=S(=O)(NCCc1csc2nc(-c3ccccc3)nn12)c1ccc(Oc2ccccc2)cc1,-19.7%,-3.2,22.8%[57.1 µM],-1.0%,-24.5%,1.8%[57.1 µM],-7.2%,-1.5%,-2.8%

# Screening results deposited in PubChem BioAssay by National Center for Advancing Translational Sciences (NCATS).
